CHO parental Ca = counter-screen for OX1R antagonists: effect in parental CHO cells | parental CHO-K1, ATP-induced calcium, Fluo-8 fluorescence | inhibition, % at 5.6 µM | 0.63% of 330,000 active;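 active = inhibition above that plate's mean sample inhibition plus 3 SD, cut at about 26% in these data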;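 also: 0% = ATP-challenged DMSO wells and 100% = DMSO wells without ATP; some compounds past the cut are filed as inactive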
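Measured by: calcium-sensitive Fluo-8 fluorescence / Test system: CHO parental line / Controls: ATP-challenged DMSO wells low, unchallenged DMSO wells high / Measure: % inhibition / Compound: single nominal dose of 5.6 µM per compound / Replicates: single well per compound, no replicates / Reagent: ATP as calcium-mobilizing challenge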
OXTR agonist = agonists of human oxytocin receptor; P30559; CHO-OTR cells, Fluo-8 calcium fluorescence; normalized: DMSO 0%, oxytocin 100%; activation, % at 3 µM; 0.32% of 320,000 active; AID 2435;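 active = activation above the mean of all tested compounds plus 3 SD, cutoff set per screening run, cut at about 20% in these data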;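 also: peak over basal fluorescence ratio from a 100 s FLIPR kinetic read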
M1 PAM = human CHRM1 positive allosteric modulation; P11229; CHO-K1 hM1, Fluo-8 calcium fluorescence, ACh EC20; 0% = ACh EC20, 100% = maximal ACh; activation, % at 3 µM; 0.088% of 360,000 active; AID 588819; in the data active = activation above about 19%, passing the limit was not always enough
Target sequence (P11229 whole entry, looked up): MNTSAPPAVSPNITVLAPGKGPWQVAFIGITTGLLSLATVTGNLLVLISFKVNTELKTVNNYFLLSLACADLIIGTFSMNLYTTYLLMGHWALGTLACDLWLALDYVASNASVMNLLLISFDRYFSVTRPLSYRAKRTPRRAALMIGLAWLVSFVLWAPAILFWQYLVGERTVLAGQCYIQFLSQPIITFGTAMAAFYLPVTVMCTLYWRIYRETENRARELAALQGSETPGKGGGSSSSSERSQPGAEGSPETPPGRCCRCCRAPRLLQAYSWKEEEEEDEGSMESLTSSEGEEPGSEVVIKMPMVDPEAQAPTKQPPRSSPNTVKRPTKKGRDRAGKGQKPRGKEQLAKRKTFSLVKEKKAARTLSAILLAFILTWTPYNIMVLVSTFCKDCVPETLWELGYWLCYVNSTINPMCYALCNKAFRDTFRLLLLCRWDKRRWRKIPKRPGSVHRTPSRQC
CHRM1 agonist = human M1 muscarinic receptor agonism. 0.33% of 360,000 active. P11229. activation, % at 3 µM. CHO-K1 hM1, Fluo-8 calcium fluorescence, agonist mode; 0% DMSO, 100% acetylcholine EC100;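 active = activation above the run's mean compound activation plus 3 SD, cut at about 16% in these data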;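 also: peak over basal fluorescence ratio within a 140 s kinetic read after compound addition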
OXTR potentiator = human OXTR potentiation; P30559; CHO-OTR cells, Fluo-8 calcium fluorescence, potentiator mode; 0% = oxytocin EC15, 100% = EC100; activation, % at 3 µM; 0.061% of 320,000 active; AID 2445;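 active = activation above that plate's cutoff, the mean activation of tested compounds plus 3 SD, cut at about 6.6% in these data, passing the limit was not always enough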;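 also: 100% uses oxytocin at 75 nM as the full agonist control; some results filed as inactive read as strong as hits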
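System: human OTR in CHO cells / Also added: sub-maximal oxytocin, roughly EC15 / Control set: EC15 oxytocin low, 75 nM oxytocin high / Schedule: 6 min compound pre-incubation at room temperature, 100 s kinetic read / Compound: single-point 3.0 µM / Replication: singlicate / Technique: Fluo-8 calcium dye fluorescence / Read-out basis: % activation of max/min ratio relative to oxytocin controls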
V1R ag counter = activates human V1a receptor in oxytocin agonist counter-screen. CHO-V1R cells, Fluo-8 calcium fluorescence, agonist mode; 0% DMSO, 100% 3 nM vasopressin. 0.25% of 320,000 active. activation, % at 3 µM. AID 2797;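 active = activation above the mean activation of all tested compounds plus 3 SD, per screening run, cut at about 20% in these data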;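 also: signal is peak over basal fluorescence ratio across a 100 second FLIPR read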
Target sequence (P37288 whole entry, looked up): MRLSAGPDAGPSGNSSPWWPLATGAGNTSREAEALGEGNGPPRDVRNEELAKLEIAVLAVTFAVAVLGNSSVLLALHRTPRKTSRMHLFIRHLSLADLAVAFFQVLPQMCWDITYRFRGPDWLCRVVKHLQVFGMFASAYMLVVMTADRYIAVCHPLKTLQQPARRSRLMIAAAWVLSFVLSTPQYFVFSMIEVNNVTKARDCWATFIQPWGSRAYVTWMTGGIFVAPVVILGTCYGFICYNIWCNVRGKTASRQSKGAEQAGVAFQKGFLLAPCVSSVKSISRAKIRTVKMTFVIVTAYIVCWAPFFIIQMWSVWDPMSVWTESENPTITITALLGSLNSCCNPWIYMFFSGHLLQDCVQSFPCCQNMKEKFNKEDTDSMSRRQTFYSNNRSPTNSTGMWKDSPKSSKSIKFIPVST
TAAR1 ag = human TAAR1 agonism; Q96RJ0; CHO RD-HGA16 TAAR1, Fluo-8 calcium fluorescence; vehicle wells 0%, saturating PEA agonist 100%; activation, % at 3 µM; 0.99% of 360,000 active; AID 624467;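 active = activation above the mean activation of all test compounds in the run plus 3 SD, cut at about 38% in these data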
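Test system: RD-HGA16 (CHO) cells co-expressing Gα16 and hTAAR1 / Benchmarks: DMSO vehicle as 0%, PEA at EC100 as 100% / Repeats: no replicates (n 1) / Measure: % activation from peak over basal fluorescence ratio, DMSO-to-PEA scaled / Timing: 17-24 h plating, Fluo-8 75 min 37 °C, 30 min RT / Technique: kinetic Fluo-8 calcium fluorescence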
TAAR1 antagonist = human TAAR1 antagonism. Q96RJ0. CHO RD-HGA16 TAAR1, Fluo-8 calcium fluorescence, antagonist. inhibition, % at 3 µM. 1.5% of 360,000 active;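 active = inhibition above a per-plate cutoff, the mean inhibition of test compounds on that plate plus 3 SD, cut at about 49% in these data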;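 also: 0% = DMSO plus EC80 beta-PEA response and 100% = DMSO alone without agonist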
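System: CHO RD-HGA16 cells bearing hTAAR1. Reagent: EC80 β-phenethylamine stimulus. Schedule: seeding 17-24 h prior, 75-min 37 °C, 30-min RT dye loading. Signal: Fluo-8 intracellular calcium dye fluorescence, real-time kinetic reads. Read-out: % inhibition from peak post-agonist over basal fluorescence ratio. Benchmarks: vehicle wells and EC80 agonist wells. Replicates: n of 1.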
M1 antag = human CHRM1 antagonism. P11229. inhibition, % at 3 µM. 1.3% of 360,000 active. CHO-K1 hM1, Fluo-8 calcium fluorescence, ACh EC80 antagonist. AID 588852;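 active = percent inhibition above its own plate's cutoff, namely the mean of that plate's compound wells plus 3 SD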;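 also: peak over basal fluorescence ratio during 140 s after agonist addition; 0% = ACh EC80 plus DMSO and 100% = DMSO alone without agonist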
* marks the source's active call; other numbers are inactive results; · = not tested or not shown.

SMILES	CHO parental Ca	OXTR agonist	M1 PAM	CHRM1 agonist	OXTR potentiator	V1R ag counter	TAAR1 ag	TAAR1 antagonist	M1 antag
C[C@@H](C(=O)Nc1nc2ccccc2s1)N1C(=O)C2CC=CCC2C1=O (stereo partly drawn)	-21	-1.8	3	-3	-1	-0.7	0	-2	3
Cc1nc2ccccc2c(=O)n1/N=C/c1ccncc1	-7	-0.4	12	-2	2	1.0	1	13	-7
Cc1ccc2c(CSc3nncs3)cc(=O)oc2c1	-13	0.4	1	-4	-2	-0.1	5	-11	-15
CCCCN1CC(N2CCN(Cc3ccccc3)CC2)CS1(=O)=O (stereo not drawn)	·	·	-12	-5	·	·	0	-2	12
C=CCn1cccc(C(=O)Nc2ccc(OCC)cc2)c1=O	-13	1.3	-9	-6	-6	1.2	2	8	8
NC(=O)C1CC(=O)N(c2ccc(OCC(=O)Nc3cccc(C(F)(F)F)c3)cc2)C1 (stereo not drawn)	-1	0.4	1	-4	-1	1.0	0	-1	1
C(=N\n1cnnc1)/c1ccc2ncccc2c1	13	0.2	9	-4	-6	0.0	8	5	-16
CN(C)S(=O)(=O)c1cccc(NC(=S)Nc2ccc(Cl)cc2Cl)c1	2	0.8	3	-2	-5	-1.1	8	20	4
CCOC(=O)Nc1ccc(OC)c([N+](=O)[O-])c1	1	-0.8	-3	1	-3	-0.1	2	-11	11
CCc1nc2ccc(C(=O)NCCCN3CCCC3=O)cn2c1N(C)C(=O)C1CCCCC1	·	·	1	-4	·	·	0	-11	-9
O=c1c2c3nc4ccccc4nc3n(/N=C/c3ccco3)c2ncn1CCC1=CCCCC1	-20	-0.6	2	-5	0	0.8	9	-16	-3
CS(=O)(=O)c1ccccc1-c1nc(-c2cccc(Cl)c2)no1	-10	-0.7	8	-1	-9	0.4	·	·	-6
O=C1CC(=O)N(CCNc2ncc(C(F)(F)F)cc2Cl)C(=O)N1	-5	0.4	7	2	-5	0.9	3	1	-14
Cc1nnc(SCC(=O)Nc2sccc2C#N)s1	-7	-0.2	6	-3	-7	-0.7	1	-17	-16
Cc1ccc(-c2cc(C(=O)OCn3nnc4ccccc4c3=O)c3ccccc3n2)cc1	-20	1.2	6	-5	-1	0.4	1	12	-6
CCC(=O)N1CCCc2cc(S(=O)(=O)N3CCN(c4ncccn4)CC3)ccc21	-6	0.3	6	1	-5	1.1	1	-5	5
CC(C)(C)Nc1nc2ccc([N+](=O)[O-])cc2o1	-7	-4.3	6	-4	2	-0.2	0	-30	-11
CCOC(=O)c1cc(-c2cccs2)nc2onc(C)c12	-17	1.6	8	-3	-6	0.7	2	-21	-2
O=C(NCN1C(=O)C2C3C=CC(C3)C2C1=O)Nc1nccs1 (stereo not drawn)	-4	0.8	6	-2	-11	-0.4	9	-21	3
N#Cc1c(Cl)nc(-c2ccncc2)nc1-c1ccccc1	-12	0.0	3	1	-7	0.2	3	-3	-10
COc1ccc(-n2nnnc2SCC(=O)Nc2cccc(O)c2)cc1	-8	1.3	5	-2	-3	2.2	2	6	-12
COc1cc(-c2noc(C)c2/C=C/c2ccc(OC(C)=O)cc2)cc(OC)c1OC	-21	-0.8	0	0	-9	-0.3	11	40	3
Cc1cccn2cc(CCNS(=O)(=O)c3cccc([N+](=O)[O-])c3)nc12	-8	0.2	2	-5	-2	0.0	-1	-5	-4
CCOC(=O)C1(Cc2ccccc2)CCN(Cc2ccc3cc(NC(C)=O)ccc3n2)CC1	2	0.8	4	-4	-7	0.7	13	-1	-6
Cc1cc(NC(=O)C2C3C(=O)N(Cc4ccc(Cl)cc4)C(C(=O)NCc4ccccc4)C34C=CC2(C)O4)no1 (stereo not drawn)	-29	-0.8	9	-3	-15	0.4	-1	-27	-4

Whole records, quoted from the list. Order of values: CHO parental Ca, OXTR agonist, M1 PAM, CHRM1 agonist, OXTR potentiator, V1R ag counter, TAAR1 ag, TAAR1 antagonist, M1 antag
CCOC(=O)C1(Cc2ccccc2)CCN(Cc2ccc3cc(NC(C)=O)ccc3n2)CC1 in the list: 2, 0.8, 4, -4, -7, 0.7, 13, -1, -6
CCOC(=O)c1cc(-c2cccs2)nc2onc(C)c12 in the list: -17, 1.6, 8, -3, -6, 0.7, 2, -21, -2
C[C@@H](C(=O)Nc1nc2ccccc2s1)N1C(=O)C2CC=CCC2C1=O (stereo partly drawn) in the list: -21, -1.8, 3, -3, -1, -0.7, 0, -2, 3

Further compounds follow.
SMILES	CHO parental Ca	OXTR agonist	M1 PAM	CHRM1 agonist	OXTR potentiator	V1R ag counter	TAAR1 ag	TAAR1 antagonist	M1 antag
O=C(/C=C/N1CCN(Cc2ccccc2)CC1)C(F)(F)F	-6	-0.2	4	0	4	3.8	1	3	2
O=C(c1ccccc1)c1ccc2ccccc2n1	-7	-2.5	2	-4	-12	-1.6	7	-6	-1
CCC(C)(C)NC(=O)C1CCN(c2nc(OC)nc(OC)n2)CC1	3	-0.6	7	-2	-2	-0.7	1	-20	4
CSc1nc2ccc(S(N)(=O)=O)cc2s1	-1	-0.4	0	-4	-5	0.5	-2	14	3
CC1CCN(C(=O)COc2ccc(S(=O)(=O)N3CCOCC3)cc2)CC1	-15	1.3	2	-3	-2	2.0	4	-12	-3
CC1(C)CC(=O)c2c(oc3ccc(NS(=O)(=O)c4ccc(C(=O)O)cc4)cc23)C1	-12	-1.1	19	5	-2	-0.3	3	17	-1
CCOC(=O)C1(C)CCN1C(=O)c1ccc(C(F)(F)F)cc1 (stereo not drawn)	·	·	18	0	·	·	4	-22	-15
CC(C)(C)c1cc(Br)c(O)c(N=Nc2ccc(S(=O)(=O)N3CCOCC3)cc2)c1	-4	0.0	12	-1	1	0.7	0	-24	-12
CC(=O)C1=C(O)C(=O)N(c2nccs2)C1c1ccc(Br)cc1 (stereo not drawn)	-7	-0.6	3	1	-12	-0.6	12	-8	-18
O=S(=O)(Nc1cccc(CCc2ccccn2)c1)c1cc(Cl)ccc1Cl	-21	-1.9	0	-4	-8	-0.2	10	1	-3
O=C(CCc1ccccc1)N=C1SC2CS(=O)(=O)CC2N1c1ccccc1 (stereo not drawn)	-6	1.4	6	-3	-1	5.2	6	-11	-7
Cc1nc(-c2ccccc2)sc1C1(C)CC(c2ccc(C#N)cc2)=NO1 (stereo not drawn)	-18	-0.2	-11	-6	0	0.2	0	-5	27
O=C(NNC(=S)Nc1ccc(F)cc1F)c1ccco1	1	-0.2	6	-1	-4	0.5	0	-15	-5
COc1ccc(CNC(=O)/C=C/c2cc3c(cc2Br)OCO3)cc1	-17	-0.8	4	-4	-4	0.5	1	4	-10
CCOC(=O)c1c(NC(=O)C2=C(C)NC(=S)NC2c2ccc(C)cc2)sc(C)c1C (stereo not drawn)	-28	-2.4	14	-2	0	-0.7	1	-36	-13
CC(C)N(C(=O)N1CCN(c2ccnc3cc(Cl)ccc23)CC1)C(C)C	·	·	-6	-6	·	·	14	22	3
Cc1cc(NC(=O)CC#N)n(-c2ccccc2)n1	-11	-0.2	0	-2	-3	1.3	3	7	10
COc1ccc(-c2nsc3c(N4CCN(S(=O)(=O)c5ccccc5F)CC4)ncnc23)cc1	-10	0.3	14	9	0	0.7	4	-15	-8
CCOC(=O)C1(Cc2ccccc2)CCCN(C(=O)c2ccc(-n3ccnc3)cc2)C1 (stereo not drawn)	-18	0.7	-2	-2	-10	0.6	4	16	9
CC(C)(C)n1nnnc1C(c1ccccc1F)N1CCN(C2CCCC2)CC1 (stereo not drawn)	·	·	2	0	·	·	9	-1	-25
CC(C)C(NC(=O)c1ccccc1NC(=O)c1ccco1)C(=O)NNC(=O)c1ccncc1 (stereo not drawn)	-4	-1.1	1	-4	-2	-0.7	3	-37	-2
c1csc(-c2ccnc3ncnn23)c1	10	1.0	-6	-1	6	0.1	1	7	-5
Nc1c(Cl)cc(-c2csc(N3CCCC3c3nc4cc(Cl)c(Cl)cc4n3CCCO)n2)cc1Cl (stereo not drawn)	-16	-1.4	1	-10	-6	0.2	12	-6	-1
COC(=O)Cc1[nH]c(=S)[nH]c1C(=O)OC	-7	0.4	7	-5	1	0.0	1	-12	-11
CC(=O)c1cccc(NC2c3ccccc3C(=O)N2Cc2ccc3c(c2)OCO3)c1 (stereo not drawn)	-13	-1.1	-5	-3	-3	1.1	4	40	-4
Other structures follow.
SMILES	CHO parental Ca	OXTR agonist	M1 PAM	CHRM1 agonist	OXTR potentiator	V1R ag counter	TAAR1 ag	TAAR1 antagonist	M1 antag
Cc1ccc2nc(SCC(=O)c3c[nH]c4ccccc34)[nH]c2c1	-25	4.4	8	5	-5	4.0	20	9	-3
CCc1ccc(N2CC(C(=O)OCc3nc4ccsc4c(=O)[nH]3)CC2=O)cc1 (stereo not drawn)	-9	-0.6	16	-3	-4	-0.1	-1	9	-16
CCN(CC)c1ccc(C(=O)OCc2c(C)noc2C)cc1	-23	-1.7	-2	-6	-12	-1.8	-1	22	0
CCn1c(C)[n+](Cc2ccccc2)c2ccc(Cl)cc21	-4	0.0	-4	-6	3	-0.1	5	-12	7
O=C1OC(Nc2ccc3ncccc3c2)c2ccccc21 (stereo not drawn)	1	0.5	-3	-8	-4	0.7	12	-10	0
COC(=O)C(CCCN1C(=O)c2ccccc2C1=O)(NC(C)=O)c1nnn(C)n1 (stereo not drawn)	-3	0.8	5	-5	-1	-0.3	6	-27	0
CN(c1ccccc1)S(=O)(=O)c1nnc(NC(=O)COc2ccccc2)s1	1	2.4	2	2	-7	4.2	3	-19	-7
COc1ccc(Cl)cc1NC(=O)Cn1nc(-c2ccc(C)cc2)n(C)c1=S	-17	4.4	-6	-5	-17	13	9	38	7
Cc1ccccc1COc1ccc2oc(C)c(C(=O)O)c2c1	-3	3.2	9	-4	-2	1.9	-5	12	-19
O=C(NCCc1ccccc1)c1ccc2nccnc2c1	-16	-0.5	2	-1	-12	0.9	4	15	-10
CCOC(=O)c1sc(/N=C/c2c(O)ccc3ccccc23)cc1C	-4	-1.1	-4	-8	1	0.0	5	-11	1
CN(C(=O)c1ccccc1C(=O)OCC(=O)c1ccc(Br)cc1)c1ccccc1	1	-1.9	7	-3	-9	-0.4	0	-7	-9
COc1ccc(C(=O)NCCn2cc(SCC(=O)Nc3cc(C)on3)c3ccccc32)cc1OC	-23	-1.9	-1	-2	1	0.7	8	16	-16
Clc1cc(Br)ccc1OCCOCCN1CCCC1	-16	3.6	-2	-8	1	1.2	0	-12	7

Compound activity (PubChem BioAssay)
